Compound activity deposited in PubChem by National Center for Advancing Translational Sciences (NCATS).
Tau ThT inhib = qHTS for Inhibitors of Tau Fibril Formation, Thioflavin T Binding; hit rate 2.1% among 270,000; AID 1460, 2008; recombinant tau K18 P301L (four-repeat tau fragment), heparin-induced fibrillization, ThT fluorescence; Potency, µM (doses to about 57.4 µM), inactives show at the highest dose activity, negative = inhibition, actives largely listed as inhibitors; Microtubule-associated protein tau (Homo sapiens), P10636; note: % is set by controls: 0 for no effect and ±100 for the full control effect; nearly all actives have a fitted effect of over 55% in size
Target sequence (P10636 561-689 P618L limits assumed): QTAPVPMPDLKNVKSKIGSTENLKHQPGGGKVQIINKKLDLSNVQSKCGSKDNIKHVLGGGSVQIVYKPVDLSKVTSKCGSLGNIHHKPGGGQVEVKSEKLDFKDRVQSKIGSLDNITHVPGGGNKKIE
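K18 P301L tau (15 uM + 0.24 uM Alexa 594-tagged), heparin 20 uM, NaOAc pH 7, 6 h 37 C; ThT 30 uM, 1 h RT, ex 450/em 510 nm.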
LMNA splice mod = qHTS Assay for Modulators of Lamin A Splicing. HeLa LMNA splicing GFP/RFP minigene ratio, 48 h. AID 1487, 2009. Potency, µM (top dose mostly 46.1 µM), inactives show at the highest dose ratio change, negative = inhibition, most hits filed as inhibitors. hit rate 0.01% among 200,000; active = well fitted inhibition curve with a large enough effect in the signal ratio, with a control signal flat, not every such curve was filed as active; inconclusive = small, poorly fitted or top-dose-only effect, or effect the other way, or a change in a side signal; the % refers to the signal ratio; note: % is set by controls: 0 for no effect and ±100 for the full control effect
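S3 HeLa stable clones carrying a lamin A-EGFP splicing minigene plus DsRed2 were seeded at 600 cells/well in Opti-MEM with 2% FBS, pin-dosed and incubated 48 h at 37°C. Acumen cytometry (488 nm) gave the GFP/RFP total-intensity ratio.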
Luc counter = Counterscreen for Luciferase (Kinase-Glo TM) Inhibition; Luciferin 4-monooxygenase (Photuris pensylvanica), Q27757; Kinase-Glo luciferase, ATP luminescence, 8 min; Potency, µM (highest dose often 38.3 µM), for the others: at the highest dose activity change, negative = inhibition, hits mostly inhibitors; hit rate 0.28% among 200,000; note: % is set by controls: 0 for no effect and ±100 for the full control effect; nearly all actives have a fitted effect of over 60% in size
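Compounds were added to a substrate mix at pH 7.2 (50 mM imidazole, 10 uM ATP, within the enzyme's linear range), followed by Kinase-Glo detection reagent; luminescence was measured after 8 minutes at ambient temperature.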
ALDH1A1 inh = qHTS Assay for Inhibitors of Aldehyde Dehydrogenase 1 (ALDH1A1); AID 1030, 2008; Potency, µM (top dose mostly 75.3 µM), for inactives: top-dose activity, negative = inhibition, usual class: inhibitors; hit rate 7.3% among 220,000; Aldehyde dehydrogenase 1A1 (Homo sapiens), P00352; Purified ALDH1A1, NADH fluorescence, propionaldehyde substrate; active = well fitted inhibition curve with a large enough effect, not every such curve was filed as active; inconclusive = small, poorly fitted or top-dose-only effect, or another doubt; inactive = no such curve, though single readings can be large or run the other way;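 note: plate controls were no enzyme wells and a reference inhibitor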
Target sequence (P00352 whole entry, looked up): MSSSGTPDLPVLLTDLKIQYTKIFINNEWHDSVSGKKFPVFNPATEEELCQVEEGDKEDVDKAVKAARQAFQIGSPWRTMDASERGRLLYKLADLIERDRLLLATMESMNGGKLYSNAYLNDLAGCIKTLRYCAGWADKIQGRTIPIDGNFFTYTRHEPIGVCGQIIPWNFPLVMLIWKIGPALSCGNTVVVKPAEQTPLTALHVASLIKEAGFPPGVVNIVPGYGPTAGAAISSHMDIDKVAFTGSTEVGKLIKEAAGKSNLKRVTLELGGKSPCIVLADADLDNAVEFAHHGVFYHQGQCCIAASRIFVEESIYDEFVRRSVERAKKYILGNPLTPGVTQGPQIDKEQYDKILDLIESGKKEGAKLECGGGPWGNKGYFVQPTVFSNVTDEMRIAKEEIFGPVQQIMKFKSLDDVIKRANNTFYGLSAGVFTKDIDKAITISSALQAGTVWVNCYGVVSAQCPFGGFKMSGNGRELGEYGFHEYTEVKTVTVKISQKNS
SMN2 splice enh = qHTS Assay for Enhancers of SMN2 Splice Variant Expression; HEK293 SMN2-luciferase splicing reporter, luminescence, 30-36 h; AID 1458, 2008; hit rate 2.8% among 210,000; Potency, µM (titrated, usually from 46.1 µM), for the others: at the top dose activity change, positive = activation, usual class: activators; note: % of control where 0% means no effect; nearly all actives have a fitted effect of over 55% in size
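HEK293 cells carry an SMN2 […]–luciferase reporter in which exon 7 inclusion puts luciferase in frame. Cells were plated 10-12 h before compound addition, then incubated 30-36 h at 37C. ONE-Glo luminescence was read; sodium butyrate at 4.5 mM final served as control.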
Starred values were filed as active, the others as inactive; ? = inconclusive; · = no result given; [ ] = dose if it differs, or a comment. Unless noted, calls come from the whole dose curve; as a rule, active = well fitted curve in the direction sought with a large enough effect; inconclusive = small, poorly fitted or top-dose-only effect, or another doubt; inactive = no such curve, though single readings can be large; an effect the other way counts as inactive or inconclusive. Potency is the fitted concentration of half-maximal effect. The list is partial; count on the stated rates, not on these rows.

# | structure | Luc counter | Tau ThT inhib | SMN2 splice enh
1 | Cc1ccc(Cn2cccc(C(=O)Nc3cc([N+](=O)[O-])ccc3C)c2=O)cc1 | · | ? | ·
2 | CCCCc1ccc(NC(=O)c2cccn(Cc3ccc(Cl)cc3)c2=O)cc1 | · | 1% | ·
3 | Cc1ccc2nc(NC(=O)c3cccn(Cc4ccc(Cl)cc4)c3=O)sc2c1 | · | 2% | ·
4 | Cc1ccc(-n2c(/C=C/c3ccc(Br)s3)nc3ccccc3c2=O)cc1 | · | -9% | ·
5 | COc1ccc(OCC(=O)N2CCN(Cc3cc(=O)n4nc(-c5ccccc5C)sc4n3)CC2)cc1 | · | ? | ·
6 | O=C(COc1ccccc1F)N1CCN(Cc2cc(=O)n3nc(-c4ccccc4Cl)sc3n2)CC1 | · | 0% | ·
7 | Cc1nnc(NC(=O)c2cccn(Cc3cccc(F)c3)c2=O)s1 | · | -4% | ·
8 | Cc1ccc(NC(=O)Cn2c(=O)oc3cc(S(=O)(=O)N4CCCCCC4)ccc32)cc1Cl | · | 6% | ·
9 | Cc1ccc(Cn2cccc(C(=O)Nc3ccc4c(c3)OCCO4)c2=O)cc1 | · | ? | ·
10 | CC(C)c1nn2c(=O)cc(COC(=O)Cc3ccccc3)nc2s1 | · | -6% | ·
11 | N#Cc1ccccc1NC(=O)c1cccn(Cc2ccccc2)c1=O | · | -12% | ·
12 | CSc1ncc(C(=O)Nc2ccc(Cl)cc2C(=O)c2ccccc2)c(C)n1 | · | -13% | ·

# | LMNA splice mod | ALDH1A1 inh
1 | ? | ·
2 | 18%[46 µM] | ·
3 | 13%[46 µM] | ·
4 | ? | ·
5 | ? | ·
6 | 11%[46 µM] | ·
7 | 7%[46 µM] | ·
8 | ? | ·
9 | 0%[46 µM] | ·
10 | 9%[46 µM] | ·
11 | -8%[46 µM] | ·
12 | 8%[46 µM] | ·

The list goes on:
# | structure | Luc counter | Tau ThT inhib | SMN2 splice enh
13 | COc1ccc(-n2c(/C=C\c3ccccc3F)nc3ccccc3c2=O)c(OC)c1 | · | -8% | ·
14 | Cc1cccc(OCC(=O)N2CCN(Cc3cc(=O)n4nc(-c5ccccc5Cl)sc4n3)CC2)c1 | · | -2% | ·
15 | CCc1ccc(NC(=O)c2cccn(Cc3cccc([N+](=O)[O-])c3)c2=O)cc1 | · | ? | ·
16 | CCOc1ccc(-n2c(/C=C/c3ccccc3)nc3ccccc3c2=O)cc1 | · | 0% | ·
17 | Cc1ccccc1OCC(=O)N1CCN(CCc2ccccn2)CC1 | · | 8% | ·
18 | Cc1cc(NC(=O)c2cccn(Cc3ccccc3)c2=O)no1 | · | -11% | ·
19 | COc1cc(/C=C/c2nc3ccccc3c(=O)n2-c2ccc(Br)c(C)c2)ccc1O | · | ? | ·
20 | Cc1ccc(Cl)cc1NC(=O)N(Cc1ccc2c(c1)OCO2)C1CCN(Cc2ccccc2)CC1 | · | -7% | ·
21 | CCCCOc1ccc(CNC(=O)c2cc3n(n2)CCCN(Cc2ccc(C)cc2)C3=O)cc1 | · | -8% | ·
22 | O=C(Nc1ccc2c(c1)OCO2)c1cccn(Cc2cccc(F)c2)c1=O | · | -8% | ·
23 | CCOc1ccc2nc(NC(=O)c3cccn(Cc4ccc(Cl)cc4)c3=O)sc2c1 | · | -3% | ·
24 | Cc1ccc(Cn2cccc(C(=O)Nc3nnc(C)s3)c2=O)cc1 | · | ? | ·

# | LMNA splice mod | ALDH1A1 inh
13 | ? | ·
14 | ? | ·
15 | -10%[46 µM] | ·
16 | -14%[46 µM] | ·
17 | -11%[46 µM] | ·
18 | 9%[46 µM] | ·
19 | ? | ·
20 | ? | ·
21 | ? | ·
22 | -9%[46 µM] | ·
23 | -3%[46 µM] | ·
24 | 21%[46 µM] | ·

An excerpt of these results, with two lines to a compound:
Each structure is followed by: Luc counter, Tau ThT inhib, SMN2 splice enh, LMNA splice mod, ALDH1A1 inh
7) Cc1nnc(NC(=O)c2cccn(Cc3cccc(F)c3)c2=O)s1
    ·, -4%, ·, 7%[46 µM], ·
8) Cc1ccc(NC(=O)Cn2c(=O)oc3cc(S(=O)(=O)N4CCCCCC4)ccc32)cc1Cl
    ·, 6%, ·, ?, ·
9) Cc1ccc(Cn2cccc(C(=O)Nc3ccc4c(c3)OCCO4)c2=O)cc1
    ·, ?, ·, 0%[46 µM], ·
10) CC(C)c1nn2c(=O)cc(COC(=O)Cc3ccccc3)nc2s1
    ·, -6%, ·, 9%[46 µM], ·
11) N#Cc1ccccc1NC(=O)c1cccn(Cc2ccccc2)c1=O
    ·, -12%, ·, -8%[46 µM], ·
12) CSc1ncc(C(=O)Nc2ccc(Cl)cc2C(=O)c2ccccc2)c(C)n1
    ·, -13%, ·, 8%[46 µM], ·
13) COc1ccc(-n2c(/C=C\c3ccccc3F)nc3ccccc3c2=O)c(OC)c1
    ·, -8%, ·, ?, ·
14) Cc1cccc(OCC(=O)N2CCN(Cc3cc(=O)n4nc(-c5ccccc5Cl)sc4n3)CC2)c1
    ·, -2%, ·, ?, ·
15) CCc1ccc(NC(=O)c2cccn(Cc3cccc([N+](=O)[O-])c3)c2=O)cc1
    ·, ?, ·, -10%[46 µM], ·
16) CCOc1ccc(-n2c(/C=C/c3ccccc3)nc3ccccc3c2=O)cc1
    ·, 0%, ·, -14%[46 µM], ·
17) Cc1ccccc1OCC(=O)N1CCN(CCc2ccccn2)CC1
    ·, 8%, ·, -11%[46 µM], ·
18) Cc1cc(NC(=O)c2cccn(Cc3ccccc3)c2=O)no1
    ·, -11%, ·, 9%[46 µM], ·
19) COc1cc(/C=C/c2nc3ccccc3c(=O)n2-c2ccc(Br)c(C)c2)ccc1O
    ·, ?, ·, ?, ·
20) Cc1ccc(Cl)cc1NC(=O)N(Cc1ccc2c(c1)OCO2)C1CCN(Cc2ccccc2)CC1
    ·, -7%, ·, ?, ·
21) CCCCOc1ccc(CNC(=O)c2cc3n(n2)CCCN(Cc2ccc(C)cc2)C3=O)cc1
    ·, -8%, ·, ?, ·

Continuation:
# | structure | Luc counter | Tau ThT inhib | SMN2 splice enh
25 | COc1ccc(-n2c(/C=C\c3ccccc3F)nc3ccccc3c2=O)cc1OC | · | 4% | ·
26 | CCOC(=O)c1ccc(NC(=O)c2cccn(Cc3ccc(C)cc3)c2=O)cc1 | · | -8% | ·
27 | COc1ccc(Cl)cc1NC(=O)c1sc2nc3c(cc2c1N)N1CCC3CC1 | · | 4% | ·
28 | Cc1ccccc1NC(=O)CSc1nc2ccccc2c2nc(CCn3c(C)nc4ccccc43)nn12 | · | ? | ·
29 | CCOc1ccc(-c2nc(CSCC(=O)NCCc3ccc(OCC)c(OCC)c3)c(C)o2)cc1 | · | ? | ·
30 | CCOCCCNC(=O)c1c[nH]c2ccc(S(=O)(=O)N(C)c3ccc(Cl)cc3F)cc2c1=O | · | 3% | ·
31 | COc1ccccc1-c1nn2c(=O)cc(CN3CCN(C(=O)COc4ccccc4Cl)CC3)nc2s1 | · | -14% | ·
32 | CCOc1ccc(C(=O)Nc2cc(NC(=O)c3ccco3)ccc2OC)cc1Br | · | ? | ·
33 | Cc1ccc(Cn2cccc(C(=O)Nc3ccc(C)c(Cl)c3)c2=O)cc1 | · | -9% | ·
34 | CCOc1ccc(C(=O)Nc2ccc3nc(SCC(=O)N4CCCC4)sc3c2)cc1 | · | -9% | ·
35 | CC(C)(C)c1ccc(C(=O)Nc2ccc3nc(SCC(=O)N4CCCC4)sc3c2)cc1 | · | ? | ·
36 | Cc1cc(C)cc(NC(=O)CN2C(=O)CN=C(c3ccccc3)c3cc(Cl)ccc32)c1 | · | -13% | ·

# | LMNA splice mod | ALDH1A1 inh
25 | -6%[46 µM] | ·
26 | 3%[46 µM] | ·
27 | ? | ·
28 | ? | ·
29 | ? | ·
30 | ? | ·
31 | -9%[46 µM] | ·
32 | 18%[46 µM] | ·
33 | ? | ·
34 | ? | ·
35 | ? | ·
36 | -19%[46 µM] | ·

Next structures:
# | structure | Luc counter | Tau ThT inhib | SMN2 splice enh
37 | CC(C)(C)C(=O)OC1=CN(Cc2ccccc2)S(=O)(=O)c2ccccc21 | · | -4% | ·
38 | CCSc1nnc(NC(=O)c2cccn(Cc3ccc(Cl)cc3)c2=O)s1 | · | -1% | ·
39 | Cc1ccc(C)c(CN2C(=O)c3ccccc3Sc3ccc(C(=O)N4CCC5(CC4)OCCO5)cc32)c1 | · | -3% | ·
40 | O=C(O)C(C(=O)O)P(=S)(S)c1ccccc1 (centres undefined) | -1%[7.66 µM] | · | 1%[9.22 µM]
41 | O=C(c1ccccc1)[C@H]1[C@H](c2ccccc2[N+](=O)[O-])N1C1CCCCC1 (some centres undefined) | -3%[7.66 µM] | · | 1%[9.22 µM]
42 | CC1(C)[C@@H]2CC[C@]1(C)CN(CCC[N+](C)(C)C)C2 | -4%[7.66 µM] | · | -1%[9.22 µM]
43 | CC[C@H]1CN2CCc3cc(OC)c(OC)cc3[C@H]2C[C@@H]1C[C@H]1NCCc2c1[nH]c1ccc(O)cc21 | -3%[7.66 µM] | · | -89%[inhibitor][9.22 µM]
44 | COc1cccc2c1C(=O)c1c(O)c3c(c(O)c1C2=O)C[C@](O)(/C(C)=N\O)C[C@@H]3O[C@H]1C[C@H](N)[C@@H](O)[C@H](C)O1 | -5%[7.66 µM] | · | -27%[9.22 µM]
45 | NCCP(=O)(O)O | -2%[7.66 µM] | · | 3%[9.22 µM]
46 | ClCC[N+]12CC[N+](CCCl)(CC1)C2 (tested in a mixture with another compound) | -6%[7.66 µM] | · | 14%[9.22 µM]
47 | COC(=O)[C@H]1C(=O)[C@H](C(=O)OC)[C@@H]2CC[C@H]1N2C | -4%[7.66 µM] | · | -9%[9.22 µM]
48 | NCCSC(c1ccccc1)c1ccccc1 | 0%[7.66 µM] | · | -10%[9.22 µM]
49 | CCN=C=NCCCN(C)C | -4%[7.66 µM] | · | -11%[9.22 µM]

# | LMNA splice mod | ALDH1A1 inh
37 | ? | ·
38 | -19%[46 µM] | ·
39 | -22%[46 µM] | ·
40 | · | 8%[13.5 µM]
41 | · | 3%[13.5 µM]
42 | · | 9%[13.5 µM]
43 | · | 5%[13.5 µM]
44 | · | -8%[13.5 µM]
45 | · | ?
46 | · | ?
47 | · | 0%[13.5 µM]
48 | · | -12%[13.5 µM]
49 | · | -1%[13.5 µM]
